# Screens deposited in PubChem by several laboratories.
# Mtb UGM inh: inhibitors of M. tuberculosis UDP-galactopyranose mutase; inhibition, % at 10 µM; 0.06% of 320,000 active; purified UGM, fluorescence polarization probe displacement; in the data active = inhibition above about 10%, passing the limit was not always enough
# MazF activator: activators of E. coli MazEF toxin-antitoxin RNase; AID 504720; FAM/BHQ RNA-DNA oligo cleavage fluorescence, 5 h; 0.32% of 350,000 active; P0AE70; activation, % at 20 µM; in the data active = activation above about 50%
# Target sequence (P0AE70 whole entry, looked up): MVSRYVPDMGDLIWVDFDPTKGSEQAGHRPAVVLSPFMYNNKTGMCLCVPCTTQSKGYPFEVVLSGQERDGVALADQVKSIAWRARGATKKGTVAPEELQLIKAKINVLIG
# GDH-TPI inh: counter-screen for M. tuberculosis FBA inhibitors: GDH-TPI coupled enzymes; GDH-TPI coupled enzyme counterscreen, NADH absorbance; inhibition, % at 4.8 µM; 1.2% of 360,000 active; AID 588335; in the data active = inhibition above about 30%;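 note: 0% = DMSO wells and 100% = wells lacking the enzyme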
# DUSP3 inh: inhibitors of human VHR1 phosphatase (DUSP3). inhibition, % at 13.3 µM. recombinant VHR phosphatase, pNPP absorbance. AID 1654. 0.52% of 290,000 active. P51452; in the data active = inhibition above about 50%; note: some compounds called inactive have numbers as strong as hits
# Target sequence (P51452 whole entry, looked up): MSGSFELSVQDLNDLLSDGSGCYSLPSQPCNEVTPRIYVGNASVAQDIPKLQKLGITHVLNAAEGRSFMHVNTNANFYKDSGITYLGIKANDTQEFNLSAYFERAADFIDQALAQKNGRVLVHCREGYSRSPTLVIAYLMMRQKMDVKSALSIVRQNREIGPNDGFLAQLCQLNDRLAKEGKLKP
# SARS 3CLpro inh: SARS-CoV 3CLpro protease inhibition; 0.14% of 290,000 active; P0C6X7; recombinant SARS-CoV 3CLpro, quenched FRET peptide cleavage; AID 1706; inhibition, % at 6 µM; in the data active = inhibition above about 12%
# Vc quorum ag: quorum light induction in luxS cqsA deficient V. cholerae; V. cholerae BH1578 lux reporter, luminescence, 6 h; activation, % at 18.7 µM; 0.16% of 350,000 active; AID 588436; in the data active = activation mostly above about 9.7%, no sharp cut-off; note: not every result past the cut was called active; inactives centre near 0; reference of the scale not given here
# BioA inh: inhibitors of Mycobacterium tuberculosis BioA enzyme | 0.096% of 360,000 active | inhibition, % at 9.99 µM | AID 602481 | purified M. tuberculosis BioA enzyme, plate reader; in the data active = inhibition above about 40%
# Rv3671c protease: Rv3671c (M. tuberculosis) protease inhibition. AID 2606. 0.048% of 320,000 active. inhibition, % at 5.96 µM. P9WHR9; in the data active = inhibition above about 38%;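 note: extracellular domain of Rv3671c used as enzyme; 0% = enzyme with DMSO and 100% = no enzyme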
# Target sequence (P9WHR9 whole entry, looked up, the tested form may be a part): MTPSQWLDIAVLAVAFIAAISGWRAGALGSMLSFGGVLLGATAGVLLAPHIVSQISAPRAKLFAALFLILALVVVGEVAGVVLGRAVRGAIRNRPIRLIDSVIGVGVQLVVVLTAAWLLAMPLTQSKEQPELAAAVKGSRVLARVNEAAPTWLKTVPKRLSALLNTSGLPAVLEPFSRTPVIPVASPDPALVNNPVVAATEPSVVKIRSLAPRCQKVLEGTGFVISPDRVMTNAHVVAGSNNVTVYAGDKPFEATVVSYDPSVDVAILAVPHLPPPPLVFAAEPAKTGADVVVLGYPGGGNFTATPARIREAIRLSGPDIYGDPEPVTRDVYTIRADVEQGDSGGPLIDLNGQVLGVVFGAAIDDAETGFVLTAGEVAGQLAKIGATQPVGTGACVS
# FBA Mtb inh: inhibits M. tuberculosis FBA enzyme; P9WQA3; AID 588726; 2.3% of 360,000 active; inhibition, % at 1 µM; purified M. tuberculosis FBA, fluorescence read-out; in the data active = inhibition above about 27%;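 note: 0% = vehicle and 100% = reference inhibitor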
# Target sequence (P9WQA3 whole entry, looked up): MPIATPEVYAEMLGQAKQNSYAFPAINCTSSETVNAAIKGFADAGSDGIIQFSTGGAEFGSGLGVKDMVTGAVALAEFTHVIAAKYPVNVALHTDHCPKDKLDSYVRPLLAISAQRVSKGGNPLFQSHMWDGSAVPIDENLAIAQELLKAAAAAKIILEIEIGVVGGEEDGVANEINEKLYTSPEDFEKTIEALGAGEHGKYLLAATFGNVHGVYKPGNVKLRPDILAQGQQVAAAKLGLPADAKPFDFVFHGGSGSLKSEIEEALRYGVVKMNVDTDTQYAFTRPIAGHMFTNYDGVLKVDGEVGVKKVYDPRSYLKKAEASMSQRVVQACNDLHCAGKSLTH
# SSB-PriA inh: blocks PriA binding to SSB C-terminal tail; 0.6% of 430,000 active; inhibition, % at 33 µM; AlphaScreen SSBct-PriA binding, biotinylated peptide; in the data active = inhibition mostly above about 37%, no sharp cut-off; inactive = mostly below about 20%;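 note: plate controls were negative control peptide for no effect and reference peptide for full effect; strong numbers were not always called active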
# Active calls of the source: *; i = inactive; . = no result given; & = joins results of further samples. The list is partial. The share of hits here may be higher or lower than overall.
SMILES,Mtb UGM inh,MazF activator,GDH-TPI inh,DUSP3 inh,SARS 3CLpro inh,Vc quorum ag,BioA inh,Rv3671c protease,FBA Mtb inh,SSB-PriA inh
COC(=O)C1CCN(S(=O)(=O)c2cn(C)c(=O)n(C)c2=O)CC1,0.5,9,-11,-2,-4,i,-2.2,1,-4,-9
COc1ccc2c(c1O)C13CCN(C)C(C2)C1CCC(=O)C3 (configuration not stated),1.2,2,-5,.,.,i,-1.3,1,3,-5
CCOc1ccc(N2C(=O)S/C(=C\c3ccc(O)c(OCC)c3)C2=O)cc1,2.8,-42,15,2,0,-0.5,.,-14,-6,-2
COCCCNC(=O)COc1ccc(S(=O)(=O)Nc2ccccc2)cc1,-0.4,-1,3,-6,-2,i,-1.4,-1,6,-11
CC(C)=CCc1c2c(c3occ(-c4ccc(O)c(O)c4)c(=O)c3c1O)C=CC(C)(C)O2,.,2,10,.,.,.,.,.,2,1
CCn1c(O)c(N=Nc2ccc(S(=O)(=O)N3CCOCC3)cc2)c(=O)n(CC)c1=S,0.6,-6,6,1,2,i,.,1,-12,1
Cc1[nH]n(-c2ccccc2)c(=O)c1C=NCc1ccco1,0.4,.,.,1,5,.,.,2,.,.
O=S(=O)(Nc1ccccc1)c1ccc(S(=O)(=O)N2CCCC2)cc1,0.1,7,-7,.,.,1.1,-1.0,-4,-2,-1
COc1cccc(C(=O)Nc2ccc(NC(=O)c3ccco3)c(Cl)c2)c1,0.8,0,3,12,-2,i,.,-10,0,-15
COC(=O)c1cc(NC(=O)c2ccc(OC)cc2)c(=O)oc1C,0.6,-1,1,9,0,-0.2,-1.3,2,-1,-9
O=C(c1ccco1)N1CCN(C(=O)c2ccc(Br)o2)CC1,.,3,0,.,.,i,3.3,.,-2,.
COc1ccc(NC(=O)CN(C)C(=O)CCCc2c[nH]c3ccccc23)cc1,1.1,1,0,.,.,i,.,-6,6,12
O=C(c1cc(Cl)cc(Cl)c1)N1CCOCC1,1.3,-3,-4,11,4,-0.2,-0.7,3,1,-11
Cc1ccccc1NC(=O)c1ccc(CN2CCC(Cc3ccccc3)CC2)cc1,-0.5,0,-14,26,-2,.,0.6,3,-1,-5
COC(=O)C(C)NC(=O)C12CC3CC(CC(C3)C1)C2 (configuration not stated),-1.7,7,17,6,-3,i,-1.2,-4,0,-6
CC(C)NS(=O)(=O)c1ccc(CCC(=O)NCc2ccco2)cc1,1.0,7,-9,13,-4,-1.5,2.8,2,-1,-1
Cc1ccc(S(=O)(=O)N(C)C[C@@H]2Oc3ncc(C#CCC(C)C)cc3C(=O)N([C@H](C)CO)C[C@H]2C)cc1,.,1,-2,.,.,-0.6,-0.3&-6.1&0.6,.,0,.
COc1ccccc1N=C1SC(C(=O)Nc2cccc(Cl)c2Cl)C(N)=C1C(N)=O (configuration not stated),0.1,-23,9,29,-3,-2.2,.,10,0,5
CNC(=O)c1ccccc1Sc1cccc2cccc(C(=O)O)c12,1.1,4,2,18,-3,i,-2.6,6,1,-10
Cc1nn(-c2ccccc2)c(C)c1C(=O)OCC(=O)Nc1ccccc1,3.0,2,0,.,.,-0.3,4.7,-4,-4,-10

# Structural class, those above containing nitrogen in an aromatic ring (six)
SMILES,Mtb UGM inh,MazF activator,GDH-TPI inh,DUSP3 inh,SARS 3CLpro inh,Vc quorum ag,BioA inh,Rv3671c protease,FBA Mtb inh,SSB-PriA inh
COC(=O)C1CCN(S(=O)(=O)c2cn(C)c(=O)n(C)c2=O)CC1,0.5,9,-11,-2,-4,i,-2.2,1,-4,-9
CCn1c(O)c(N=Nc2ccc(S(=O)(=O)N3CCOCC3)cc2)c(=O)n(CC)c1=S,0.6,-6,6,1,2,i,.,1,-12,1
Cc1[nH]n(-c2ccccc2)c(=O)c1C=NCc1ccco1,0.4,.,.,1,5,.,.,2,.,.
COc1ccc(NC(=O)CN(C)C(=O)CCCc2c[nH]c3ccccc23)cc1,1.1,1,0,.,.,i,.,-6,6,12
Cc1ccc(S(=O)(=O)N(C)C[C@@H]2Oc3ncc(C#CCC(C)C)cc3C(=O)N([C@H](C)CO)C[C@H]2C)cc1,.,1,-2,.,.,-0.6,-0.3&-6.1&0.6,.,0,.
Cc1nn(-c2ccccc2)c(C)c1C(=O)OCC(=O)Nc1ccccc1,3.0,2,0,.,.,-0.3,4.7,-4,-4,-10

# (next part)
SMILES,Mtb UGM inh,MazF activator,GDH-TPI inh,DUSP3 inh,SARS 3CLpro inh,Vc quorum ag,BioA inh,Rv3671c protease,FBA Mtb inh,SSB-PriA inh
COc1ccc(C=CC(C)=NNC(=O)c2ccncc2)cc1,.,-3,54*,.,.,-1.2,0.3,.,0,-7
COc1ccc(OC)c(C(C)NC(=O)c2ccco2)c1 (configuration not stated),0.2,-11,6,27,2,-1.7,.,-4,0,-8
NC(=S)N/N=C/c1ccccc1OC(=O)/C=C/c1ccccc1,3.3,4,5,6,2,-2.2,0.3,1,-1,.
O=C(Nc1ccccc1SCC1CSc2nc3ccccc3c(=O)n21)c1ccccc1 (configuration not stated),4.6,14,0,31,2,i,5.8,7,-2,-10
Cc1cc(NC(=O)C2CC(=O)N(c3ccccc3)C2)no1 (configuration not stated),1.5,-4,1,-7,6,-0.2,.,-12,-1,0
COCCN(C(=O)COC(=O)c1ccc(Cl)s1)c1c(N)n(Cc2ccccc2)c(=O)[nH]c1=O,-4.2,-6,1,.,.,-1.8,.,6,-1,-7
Cn1c(=O)c2cc(S(=O)(=O)NCCC(=O)NCCc3ccc(Cl)cc3)ccc2n(C)c1=O,-0.7,1,4,33,5,-0.4,-1.0,-8,-2,-11
COCCN(C(=O)c1ccccc1OC1CCN(S(C)(=O)=O)CC1)C(C)C,1.6,9,-7,8,-4,0.1,.,1,7,8
COc1ccc(CCn2c(NCCCN3CCOCC3)nc3c2c(=O)[nH]c(=O)n3C)cc1,1.9,4,2,-2,7,0.3,6.1,3,1,-1
Cc1cccn2c(=O)c(C(=O)NC3CCCCC3)c(O)nc12,0.5,2,3,4,1,-2.6,3.1,-8,2,4
Cc1nnc(SC(C)C(=O)NC2CCCCC2C)s1 (configuration not stated),0.3,1,1,.,.,-1.2,-1.6,2,-2,-2
COc1cccc(-c2cc(C(=O)NCc3ccco3)c3ccccc3n2)c1,-1.4,1,16,18,-5,-0.4,0.3,-13,6,1
O=C1C2C3CCC(O3)C2C(=O)N1CCO (configuration not stated),0.4,3,4,-12,1,-0.4,.,0,5,-9
O=c1[nH]c2ccc(Cl)cc2c(-c2ccccc2)c1SC(=S)N1CCOCC1,-0.6,-24,2,-2,8,-3.4,.,0,-1,5
CCNC(=O)/C(C#N)=C/c1c(N2CCN(c3cccc(Cl)c3)CC2)nc2c(C)cccn2c1=O,0.6,-23,15,-15,6,i,-1.1,.,9,-6
Cc1cc(N2C(=O)c3ccc(C(=O)Nc4ccc(CC(=O)O)cc4)cc3C2=O)no1,1.9,-2,0,24,-8,3.6,-0.6,-3,-1,-11
CC1CC(O)(Cc2ccccc2)C(C)CN1C (configuration not stated),-1.3,8,-1,24,1,-0.1,-0.6,-3,-7,3
COC(=O)[C@@H](NC(=O)NCc1ccccc1Cl)C(C)C,0.9,-10,7,-17,-8,.,-1.9,-2,-1,-1
COc1nc(-c2ccccc2)ccc1-c1noc(-c2cccs2)n1,-0.8,-37,6,.,2,i,-2.4,-7,2,-25
CCNC(=S)N/N=C/c1ccc(OCCOc2ccccc2C)cc1,-2.2,-15,15,6,-6,-0.4,-0.7,5,-1,.
C[C@@H](NC(=O)c1nc[nH]c1C(=O)N1CCN(C(=O)OC(C)(C)C)CC1)c1ccccc1,0.0,4,5,.,.,-0.3,-2.3,-7,3,12
Cc1cc(C)c2nc(N3CCC(C(=O)NCCN4CCOCC4)CC3)sc2c1,5.4,-18,11,24,1,-7.1,-4.8,-6,5,-8
O=C(COC(=O)c1cnc(Cl)c(Cl)c1)NCc1ccc2c(c1)OCO2,-2.8,-1,8,-28,5,i,0.3,-2,3,4
CCn1cnc2cc(NCc3ccc(Br)cc3)ccc21,-1.3,7,.,2,3,.,.,9,.,28
O=C(O)C1=CC[C@@H](c2ccc(Cl)cc2)N(S(=O)(=O)c2ccc(Cl)cc2)[C@H]1c1cccc(Cl)c1,1.6,-2,9,.,.,0.0,5.0,-28,6,12
COc1ccc(C)cc1S(=O)(=O)N1CCN(Cc2ccccc2)CC1,-2.4,0,-3,5,6,-0.2,-1.8,3,1,-31
O=C(COc1ccc2ccc(=O)oc2c1)Nc1cccc(S(=O)(=O)N2CCCCC2)c1,1.5,7,7,.,.,i,0.5,4,8,-2
O=C(O)CN=C(NS(=O)(=O)c1ccccc1)c1ccccc1,-2.2,2,2,-28,1,i,.,9,4,-22
Cc1cc(C(=O)Nc2cccc3ccccc23)n(-c2ccccc2)n1,0.7,3,-2,-13,3,0.7,-0.2,-18,5,-8
Cc1ccc2c(c1)CC1(CN2C)C(=O)NC(=O)N(CCC2=CCCCC2)C1=O (configuration not stated),1.2,8,-6,32,0,1.9,0.9,2,5,-17
Cc1cc(=O)oc2cc(NC(=O)C(C)Oc3cccc(Cl)c3)ccc12 (configuration not stated),0.4,0,6,.,.,i,0.3,-4,26,-14
Cc1cnc(C(=O)OCC(=O)NCc2ccc3c(c2)OCO3)cn1,-2.1,-15,2,-4,1,-0.4,.,-5,0,-3
CCN(CCO)C(=S)Nc1cc(C(=O)OC)ccc1C(=O)OC,0.3,-12,10,-17,-8,1.6,.,-12,9,-7
O=[N+]([O-])c1ccc(-c2cn3nc(-c4ccccc4)c(-c4ccccc4)nc3n2)cc1,-1.6,164*,3,9,1,-0.4,-2.8,-9,2,-4
CCN1CCN(Cc2c(O)ccc3c2O/C(=C\c2ccc(C)cc2)C3=O)CC1,4.9,-42,16,19,2,.,.,1,-4,-6
Cc1ccc(CCNC(=O)CN(c2cc(C)cc(C)c2)S(=O)(=O)c2c(C)noc2C)cc1,0.1,2,-3,6,5,-0.2,-0.1,4,2,-19
O=C(COC(=O)c1ccccc1)Nc1cc(Cl)ccc1Oc1ccccc1,-1.1,2,-5,26,-1,i,1.3,-26,2,-40
C/C(=N\S(=O)(=O)c1ccc(C)cc1)N1CCN(S(=O)(=O)c2ccccc2)C1C(C)C (configuration not stated),5.1,-13,6,-16,5,1.8,-0.2,8,4,.
Cc1ccccc1NS(=O)(=O)c1cc(C(=O)NCc2ccco2)ccc1C,0.6,-6,8,4,-2,i,0.5,-7,2,12
CC(=O)N1CCN(S(=O)(=O)c2ccc(S(=O)(=O)NC3CCCCC3)cc2)CC1,0.8,15,-2,26,0,-0.2,-0.3,3,-1,-3
Cc1cccc(/C(N)=N/OC(=O)Cc2ccccc2)c1,0.1,-7,-3,2,5,i,.,7,0,.
CC1CC(C)CN(CCCNC(=O)c2ccc(CS(=O)(=O)Cc3cccc(Cl)c3)o2)C1 (configuration not stated),0.0,-22,7,21,-3,-2.2,0.1,0,0,-19
Cc1cccn2c(=O)c3cc(C(=O)NC4CCCC4)c(=N)n(Cc4ccc(F)cc4)c3nc12,-0.1,-40,0,-2,-3,-0.4,-1.2,0,60*,-6
O=C(O)c1cc(=O)c2ccccc2[nH]1,0.8,-32,20,.,.,-0.6,-0.4,1,2,-1
COc1cc(NC(=O)CN(c2cc(C)cc(C)c2)S(=O)(=O)c2c(C)noc2C)cc(OC)c1,0.6,4,20,-1,2,0.0,-2.2,-3,1,-4
COc1ccc2c(c1)CC(=O)NC=C2,1.8,8,-3,13,8,-5.2,-0.3,3,3,1
COc1ccc(NC(=O)C2CCN(C(=O)NC3CCCCC3)CC2)c(OC)c1,0.7,10,-13,36,1,i,.,-6,2,-1
CC(C)OCC(O)CN1CCN(C(c2ccccc2)c2ccccc2)CC1 (configuration not stated),-3.0,-23,-1,43,1,i,.,19,-4,5
COC(=O)C1CCN(C(=O)c2cc(=O)[nH]c3ccccc23)CC1,1.8,10,2,2,-3,i,0.5,23,5,-12
COc1cccc2c1C1(O)C2CCCCCCCCCC12OCCCO2 (configuration not stated),.,13,-2,.,.,i,.,.,0,-5
O=[N+]([O-])c1ccc(Oc2ccc(S(=O)(=O)N3CCOCC3)cc2)cc1,0.0,5,2,-4,1,-2.2,-0.5,-1,-2,5
COc1cc(C(=O)N2CCc3ccccc32)ccc1OCc1c(C)noc1C,0.0,5,-4,11,1,2.4,15,7,4,-2
